HP1b chromo inh = HTS for Inhibitors of HP1-beta Chromodomain Interactions with Methylated Histone Tails; AID 540317, 2011; Chromobox protein homolog 1 (Homo sapiens), P83916; AlphaScreen HP1-beta / biotin-H3K9me3 peptide binding; actives 0.56% (n = 390,000); Potency, µM (doses to about 114 µM), inactives show at the top dose activity change, negative = inhibition, actives largely listed as inhibitors; note: nearly all actives have a fitted effect of over 70% in size; inactives centre near 23
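HP1-beta protein (50 nM final) preincubated 30 min at room temperature with biotinylated H3(1-18)K9me3 peptide (50 nM) in PBS pH 7.4, 0.01% Tween-20, then compound added for 30 min. AlphaScreen streptavidin donor/nickel chelate acceptor beads (10 ug/mL final), 30 min dark, luminescence read.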
JMJD2A Tudor inh = qHTS Assay for Inhibitors of JMJD2A-Tudor Domain; Lysine-specific demethylase 4A (Homo sapiens), O75164; AlphaScreen JMJD2A-Tudor / H3K4me3 peptide binding; Potency, µM (highest dose often 114 µM), without a hit: top-dose activity change, negative = inhibition, actives largely listed as inhibitors; actives 4.4% (n = 390,000); AID 504339, 2011; note: % is set by controls: 0 for no effect and ±100 for the full control effect; nearly all actives have a fitted effect of over 50% in size
POLI inh = qHTS for Inhibitors of Polymerase Iota | Potency, µM (titrated, usually from 115 µM), inactives show at the top dose activity, negative = inhibition, actives largely listed as inhibitors | actives 1% (n = 390,000) | Pol iota fluorescent replication assay, 10 min | DNA polymerase iota (Homo sapiens), Q9UNA4
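Pol iota at 10 nM preincubated 15 min with compounds at room temperature; reaction started with fluorescent substrate, 50 nM final. Fluorescence read kinetically at 0 and 10 min; buffer-only wells as negative control.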
GLS inh = qHTS for Inhibitors of Glutaminase (GLS). GLS enzymatic activity, qHTS titration. Potency, µM (doses to about 45.5 µM), inactives show top-dose activity change, negative = inhibition, usual class: inhibitors. actives 0.21% (n = 410,000). AID 624170, 2012; note: % is set by controls: 0 for no effect and ±100 for the full control effect
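Two-point fluorescence kinetic (t0, 30 min RT) for hKGA; glutamate detected via glutamate oxidase–HRP–Amplex Red. Substrate: 1 mM L-glutamine solution; buffer 45 mM KH2PO4, pH 8.2.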
BAZ2B block = qHTS Assay for Inhibitors of BAZ2B | Bromodomain adjacent to zinc finger domain protein 2B (Homo sapiens), Q9UIF8 | AlphaScreen BAZ2B-H3K14Ac peptide displacement | Potency, µM (titrated, usually from 114 µM), inactives show top-dose activity change, negative = inhibition, most hits filed as inhibitors | actives 4.4% (n = 360,000); note: % is set by controls: 0 for no effect and ±100 for the full control effect; nearly all actives have a fitted effect of over 60% in size
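BAZ2B 50 nM plus b-H3(5-23)K14Ac 50 nM, PBS pH 7.4/0.01% Tween-20, 30 min RT; compound added (max 110 uM), 30 min RT; streptavidin donor/Ni-chelate acceptor beads 10 ug/mL final, 20 min dark; AlphaScreen read.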
Pin1 inh = qHTS Assay to Find Inhibitors of Pin1; Pin1 FP peptide displacement, HiFluor488, 10 min; Potency, µM (titrated, usually from 115 µM), for inactives: top-dose activity, negative = inhibition, actives largely listed as inhibitors; actives 0.009% (n = 390,000); active = well fitted inhibition curve with a large enough effect in the polarisation, with a control signal flat, not every such curve was filed as active; inconclusive = small, poorly fitted or top-dose-only effect, or effect the other way, or a change in a side signal; inactive = no such curve, though single readings can be large or run the other way; the % refers to the polarisation; note: % is set by controls: 0 for no effect and ±100 for the full control effect
G9a inh = qHTS Assay for Inhibitors of Histone Lysine Methyltransferase G9a. Histone-lysine N-methyltransferase EHMT2 (Homo sapiens), Q96KQ7. G9a H3K9 monomethylation, AlphaScreen, 2 h. Potency, µM (highest dose often 102 µM), inactives show at the top dose activity, negative = inhibition, hits mostly inhibitors. actives 8.8% (n = 350,000). AID 504332, 2011; note: % is set by controls: 0 for no effect and ±100 for the full control effect; nearly all actives have a fitted effect of over 75% in size
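G9a (20 nM) was preincubated 15 min with compound, then reacted 2 h at room temperature with 500 nM biotin-H3K9 peptide and 20 µM SAM. Monomethyl-H3K9 detected by AlphaScreen using anti-H3K9me1 antibody.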
Tb PGK inh = qHTS Assay to Find Inhibitors of Phosphoglycerate Kinase | Potency, µM (doses to about 57.5 µM), for the others: at the top dose activity change, negative = inhibition, hits mostly inhibitors | PGK/GAPDH coupled, Kinase-Glo luminescence, 60 min | actives 0.043% (n = 380,000) | AID 602233, 2012 | Phosphoglycerate kinase, glycosomal (Trypanosoma brucei brucei), P07378; note: % is set by controls: 0 for no effect and ±100 for the full control effect; nearly all actives have a fitted effect of over 60% in size
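Recombinant glycosomal PGK reaction used 1,3-bisphosphoglycerate generated in-well by GAPDH (100nM final) in 100mM TEA pH 7.6, 5mM MgCl2, 0.01% Tween-20. After 60 minutes at room temperature, ATP was read by Kinase-Glo Plus luminescence end-point.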
BLM inh = qHTS Assay for Inhibitors of Bloom's syndrome helicase (BLM) | actives 0.2% (n = 350,000) | Potency, µM (top dose mostly 56.1 µM), inactives show at the highest dose activity change, negative = inhibition, usual class: inhibitors | recombinant BLM DNA unwinding, fluorescence dequenching | RecQ-like DNA helicase BLM (Homo sapiens), P54132;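 note: plate controls were vehicle for no effect and no enzyme for full effect; nearly all actives have a fitted effect of over 35% in size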
Target sequence (P54132 whole entry, looked up): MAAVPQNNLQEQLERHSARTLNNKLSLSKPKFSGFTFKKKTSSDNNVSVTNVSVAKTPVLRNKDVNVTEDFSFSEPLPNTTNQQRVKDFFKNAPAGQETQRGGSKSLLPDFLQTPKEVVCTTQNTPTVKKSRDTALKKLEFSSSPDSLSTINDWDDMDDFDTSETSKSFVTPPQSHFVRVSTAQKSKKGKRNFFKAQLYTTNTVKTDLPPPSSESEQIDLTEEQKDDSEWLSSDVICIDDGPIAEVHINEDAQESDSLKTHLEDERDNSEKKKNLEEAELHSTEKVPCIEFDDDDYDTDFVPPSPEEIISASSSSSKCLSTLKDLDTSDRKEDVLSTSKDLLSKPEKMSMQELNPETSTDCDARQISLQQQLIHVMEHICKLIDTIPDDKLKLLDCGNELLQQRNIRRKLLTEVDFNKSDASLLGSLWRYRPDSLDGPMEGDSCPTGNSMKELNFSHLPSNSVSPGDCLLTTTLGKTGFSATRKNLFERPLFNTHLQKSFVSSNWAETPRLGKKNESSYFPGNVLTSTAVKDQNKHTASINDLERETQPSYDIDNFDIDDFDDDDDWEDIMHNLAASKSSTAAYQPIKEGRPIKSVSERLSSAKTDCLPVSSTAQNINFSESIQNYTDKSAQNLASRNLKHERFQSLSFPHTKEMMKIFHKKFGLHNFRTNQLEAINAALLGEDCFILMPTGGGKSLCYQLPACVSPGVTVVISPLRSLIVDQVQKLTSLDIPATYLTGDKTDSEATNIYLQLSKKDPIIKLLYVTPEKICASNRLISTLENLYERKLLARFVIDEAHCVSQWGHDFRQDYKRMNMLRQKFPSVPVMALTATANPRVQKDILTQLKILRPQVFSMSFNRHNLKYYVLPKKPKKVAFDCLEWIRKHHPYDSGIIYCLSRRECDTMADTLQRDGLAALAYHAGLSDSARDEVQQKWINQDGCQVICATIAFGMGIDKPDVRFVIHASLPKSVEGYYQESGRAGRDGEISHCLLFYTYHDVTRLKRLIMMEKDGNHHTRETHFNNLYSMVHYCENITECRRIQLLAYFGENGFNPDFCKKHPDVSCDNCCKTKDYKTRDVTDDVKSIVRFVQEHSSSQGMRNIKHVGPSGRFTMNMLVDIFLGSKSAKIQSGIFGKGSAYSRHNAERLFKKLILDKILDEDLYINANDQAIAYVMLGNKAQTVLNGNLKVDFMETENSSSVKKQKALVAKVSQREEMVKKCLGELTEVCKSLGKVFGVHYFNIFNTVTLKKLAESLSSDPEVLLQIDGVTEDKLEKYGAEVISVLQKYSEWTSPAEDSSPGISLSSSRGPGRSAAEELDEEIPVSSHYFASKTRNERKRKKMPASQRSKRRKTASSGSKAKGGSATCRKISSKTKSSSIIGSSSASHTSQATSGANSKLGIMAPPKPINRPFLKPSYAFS
An asterisk follows results filed as active; i = inactive; u = inconclusive; x = not tested or not shown; [ ] = remark or other dose. Unless noted, calls come from the whole dose curve; as a rule, active = well fitted curve in the direction sought with a large enough effect; inconclusive = small, poorly fitted or top-dose-only effect, or another doubt; inactive = no such curve, though single readings can be large; an effect the other way counts as inactive or inconclusive. Potency is the fitted concentration of half-maximal effect. An excerpt; count on the stated rates, not on these rows.

Order of results – HP1b chromo inh | JMJD2A Tudor inh | POLI inh | GLS inh | BAZ2B block | Pin1 inh | G9a inh | Tb PGK inh | BLM inh
CC1=C(C(=O)OCC2CCCCC2)C(c2cccc(F)c2F)CC(=O)N1 (centres undefined)
→ 25% | -5% | 19% | -7% | -1% | -1% | 0%[59 µM] | -6% | -1%
O=C(CSc1nnc(CNC(=O)c2c(F)cccc2F)o1)NCc1ccccc1Cl
→ 14% | -6% | 0% | 8% | 4% | -3% | x | -11% | -1%
CCN(Cc1ccncc1)C(=O)c1ccc(C)c(S(=O)(=O)N2CCCCC2)c1
→ 32% | -9% | 4% | 0% | x | 4% | x | -1% | x
Cc1ccc(Nc2nc3nonc3[nH]c2=O)cc1
→ 38% | -2% | -14% | -4% | -26% | 5% | u | i | -9%
CC(C)(C)NC(=O)C(c1ccc(F)cc1)N(CCc1ccccc1)C(=O)c1ccn[nH]1 (centres undefined)
→ -17% | 28µM* | 90%[activator] | 1% | -18% | 0% | 25%[12.7 µM] | 3% | -8%
O=S(=O)(NC1CC2CCC1C2)c1ccc(Br)s1 (centres undefined)
→ -7% | -31%[11.4 µM] | 0% | u | 16% | -5% | 6%[59 µM] | -4% | -7%
CSc1ncc(C(=O)Nc2ccc(C)c(Cl)c2)c(-c2ccccc2)n1
→ 39% | -18% | 2% | -2% | -1% | 19% | -3%[59 µM] | i | -5%
COc1ccccc1N1CC(C(=O)Nc2nnc(SCC(=O)N3CCCC3)s2)CC1=O (centres undefined)
→ 29% | -1% | u | -2% | x | u | x | -1% | x
CCOc1ccc(CN2CCN(CCCc3ccccc3)CC2CCO)cc1 (centres undefined)
→ 50%[activator] | -28% | 8% | 3% | 6% | 0% | x | 6% | 0%
Cc1ccc(N2C(=O)N3[C@H](c4ccc(Cl)cc4)[C@@H]4C(=O)N(C5CCCCC5)C(=O)[C@@H]4[C@]3(Cc3ccccc3)C2=O)cc1
→ 19% | -12% | 14% | -6% | -23% | 17% | -5% | 2% | -10%
Cc1ccc(-c2onc3ccc(C(=O)O)cc23)cc1
→ 28% | -21% | u | -3% | -20% | 15% | 40µM* | -4% | 2%
O=C(OCC(=O)N1CCN(C(=O)c2ccco2)CC1)c1ccccc1C(=O)c1ccccc1
→ 20% | -1% | 4% | 1% | 10% | -10% | -48% | -4% | -1%
Cc1cccc(NC(=S)N2CCC(NC(=O)C3CCCCC3)CC2)c1
→ 26% | -5% | 94%[activator] | -4% | 0% | 4% | 11% | -4% | -4%
COc1c(C)cccc1C(=O)Nc1cc(-c2nn3c(C)nnc3s2)ccc1C
→ 15% | u | -2% | 3% | x | 4% | x | i | x
CC(=O)c1ccc(N2CCc3ccccc3C2)c([N+](=O)[O-])c1
→ -18% | u | 28% | 1% | u | -4% | x | -1% | -7%
CC(C(=O)NC1CCCC1)N(C(=O)Cn1nnc(-c2ccc(F)cc2)n1)c1ccccc1F (centres undefined)
→ 6% | -7% | 25% | -1% | 8% | -3% | -1% | 4% | -10%
CCOc1ccc(NC(=O)C2CCCN(S(=O)(=O)c3ccc4c(c3)CCCN4C(C)=O)C2)cc1 (centres undefined)
→ 22% | -12% | -15% | 3% | -8% | -2% | 9%[59 µM] | 1% | -2%
Cc1ccc(NC(=O)c2cccc3ccccc23)cc1
→ 39% | 1% | 55%[activator] | -9% | 2% | 6% | 16% | 6% | -2%
Cc1ccc(-n2ncc(C(=O)N3CCN(c4ccccc4F)CC3)c2C2CCN(C(=O)OC(C)(C)C)CC2)cc1C
→ 9% | -19% | 36%[activator] | 1% | 4%[57.1 µM] | 4% | -2%[59 µM] | -11% | 1%
CN(CC(=O)Nc1ccccc1Cl)C(=O)COC(=O)/C=C/c1cccc(C(F)(F)F)c1
→ 52%[activator] | 8% | -19% | -12% | 3% | -1% | 8%[12.7 µM] | -3% | x

Record cards, from the list above. Order of values: HP1b chromo inh	JMJD2A Tudor inh	POLI inh	GLS inh	BAZ2B block	Pin1 inh	G9a inh	Tb PGK inh	BLM inh
`CCOc1ccc(CN2CCN(CCCc3ccccc3)CC2CCO)cc1` (centres undefined) in the list: 50%[activator]	-28%	8%	3%	6%	0%	x	6%	0%
`O=C(CSc1nnc(CNC(=O)c2c(F)cccc2F)o1)NCc1ccccc1Cl` in the list: 14%	-6%	0%	8%	4%	-3%	x	-11%	-1%

The results go on.
Order of results – HP1b chromo inh | JMJD2A Tudor inh | POLI inh | GLS inh | BAZ2B block | Pin1 inh | G9a inh | Tb PGK inh | BLM inh
O=C(COc1ccc(Cl)cc1)NC1CCSC1=O (centres undefined)
→ 26% | -11% | 3% | 0% | 2% | -5% | 27%[2.33 µM] | 8% | 2%
CC(Oc1ccc(F)cc1)C(=O)Nc1cc(S(=O)(=O)N2CCCCC2)ccc1N1CCOCC1 (centres undefined)
→ 4% | -18% | 20% | 1% | 0% | 8% | 13µM* | 4% | x
Cc1cccc(C(=O)Nc2cccc(S(=O)(=O)NCc3ccco3)c2)c1
→ 21% | -14% | 6% | -9% | -36% | -14% | 20%[2.33 µM] | -4% | x
CC(C)(C)C(=O)Nc1nnc(Cc2ccccc2)s1
→ 15% | -4% | -1% | 4% | 5% | -1% | 20%[59 µM] | i | 3%
CC1CCCN(C(=O)COC(=O)c2cccc(NS(=O)(=O)c3ccccc3)c2)C1 (centres undefined)
→ 17% | 1% | 22% | 3% | 8% | -1% | -2% | 2% | x
CN(Cc1c(C(=O)N/N=C/c2ccc(O)cc2)nnn1-c1nonc1N)c1ccccc1
→ 37% | -3% | 15% | 18% | 1% | -4% | 7% | i | 1%
CCc1ccc(-c2nc(CN3CCC(C(=O)NCc4ccccc4OC)CC3)c(C)o2)cc1
→ -3% | u | 4% | x | u | 20% | -46%[59 µM] | i | 3%
COc1ccc(-n2ncc(C(=O)NCc3ccco3)c2C2CCN(C(=O)OC(C)(C)C)CC2)cc1
→ 30% | -14% | 4% | 3% | 2%[57.1 µM] | 1% | -25%[59 µM] | -24% | -1%
CN1CCN(c2ccc(S(=O)(=O)N3CCCCC3)cc2NC(=O)Cc2c(F)cccc2Cl)CC1
→ -6% | -24% | 0% | -9% | -7% | -5% | 45µM* | -7% | x
CC12CCC3C(=CCc4cc(O)ccc43)C1CC(=NO)C2O (centres undefined)
→ 44%[activator] | -6% | 4% | 0% | x | -1% | x | -8% | x
c1ccc(CN2CN=C(Nc3nc4ccccc4s3)NC2)cc1
→ 14% | -12% | 9% | 0% | 0% | 1% | -8% | 7% | -3%
Cc1csc(NC(=O)CSc2nc3[nH]c(=O)cc(O)c3s2)n1
→ 13%[57 µM] | -11% | 8% | 14% | x | 0% | x | -1% | x
Cn1c(SCC(=O)O)nc2ccccc2c1=O
→ 16% | -18% | -19% | 4% | 15% | 4% | u | x | 3%
CN1CCN(c2nc3ccccc3nc2NS(=O)(=O)c2ccc(Br)cc2)CC1
→ 15% | -16% | 86%[activator] | -1% | x | -29% | x | 0% | x
O=C1CC2(CCCCCC2)Oc2ccc(Cl)cc21
→ 103%[activator] | 59%[activator] | 34%[activator] | 6% | x | 1% | x | -4% | x
CCOC(=O)c1cc(C(=O)OCC)c(=O)[nH]c1C
→ 14% | -10% | 6% | 4% | 26% | -5% | 24% | -4% | -2%
Cc1ccc(N(CC(=O)Nc2ccc(S(=O)(=O)N3CCOCC3)cc2)S(C)(=O)=O)cc1C
→ 30% | -10% | -12% | -3% | -22% | -1% | u | -5% | -11%
N#C/C(=C(/O)c1ccc(Cl)cc1)c1nc2ccccc2[nH]1
→ 13% | -20% | 34%[activator] | -3% | -1% | -4% | 15% | i | -5%
CC(C)NC(=O)Cc1csc2nc(-c3ccccc3)cn12
→ 15%[57 µM] | -18% | -6% | 0% | u | -2% | 7%[59 µM] | -5% | -3%
COC(=O)c1ccc(OC(=O)CCc2cc(OC)c(OC)c(OC)c2)cc1
→ 62%[activator] | 3% | 0% | 8% | 2% | 2% | 12% | 6% | 2%
Cc1ccc(C)n1-c1ncn[nH]1
→ 33% | -4% | 8% | 12% | -39% | 2% | 13%[2.33 µM] | 2% | 1%
O=C(Cn1cnc2cc([N+](=O)[O-])ccc2c1=O)Nc1ccc(Br)cc1
→ 35% | -30% | 17% | 2% | -3% | 0% | x | 3% | -2%
CC(C)CCNC(=O)C(=O)Nc1cc2c3c(c1)CCC(=O)N3CCC2
→ 51%[activator] | -21% | 51%[activator] | 1% | 2% | 3% | 20% | -6% | -1%
COc1ccc(NC(=O)CCCN2C(=O)CCC2=O)cc1Cl
→ 23% | -13% | 2% | 3% | 9% | 4% | 0%[12.7 µM] | -2% | 3%
COCCCNC(=O)/C=C1\Sc2ccccc2N(Cc2ccccc2F)C1=O
→ 66%[activator] | -8%[11.4 µM] | -4% | -2% | -36% | -9% | -7%[59 µM] | i | -5%
CCN(CC)S(=O)(=O)c1cccc(C(=O)NC(C(=O)Nc2nnc(C3CC3)s2)C(C)C)c1 (centres undefined)
→ u | -35%[57.1 µM] | 7% | 4% | -31% | -3% | -3%[59 µM] | -4% | 1%
Cc1sc2ncnc(N3CCC(C(=O)Nc4cc(S(C)(=O)=O)ccc4Cl)CC3)c2c1C
→ 42%[activator] | -4% | 58%[activator] | -5% | 1% | 14% | -36% | 1% | x
COCc1ccc(-c2c(-c3cccc(OC)c3)sc3ccc(OC)cc23)cc1
→ 93%[activator] | 35%[activator] | u | -7% | -2% | 6% | 6%[0.501 µM] | 2% | x
CC(C)/C=C(/C(=O)c1ccc(Cl)cc1Cl)n1cncn1
→ 38% | -6% | -19% | 7% | -6% | -1% | -81% | -2% | -3%
Cc1ccc(OCC(=O)N/N=C/c2cccn2C)cc1C
→ 2% | u | 2% | 7% | -33% | 9% | -13% | 3% | -2%
